Assay outcomes: PubChem, several laboratories
P. falciparum M17LAP – P. falciparum M17LAP inhibitors, primary screen, biochemical, fluorogenic H-Leu-NHMec substrate, 1536-well (AID 1619). inhibition, % at 30 µM; hits with a dose series show IC50 in µM. Leucine aminopeptidase (Plasmodium falciparum (isolate 3D7)). 220,000 compounds, 0.38% hits. recombinant M17LAP, H-Leu-NHMec fluorogenic kinetic assay; higher % means a stronger effect;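 active means compound inhibiting the enzyme by more than half at any dose during confirmatory dose-response retesting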;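 further: plate controls were full reaction with DMSO carrier for no effect and no enzyme background for full effect; strong numbers were not always called active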
M1AAP inhibition – P. falciparum M1AAP inhibitors, biochemical, fluorogenic H-Leu-NHMec substrate, 1536-well (AID 1445); recombinant M1AAP, H-Leu-NHMec fluorogenic kinetic assay; higher % means a stronger effect; 220,000 compounds, 0.42% hits; inhibition, % at 30 µM, or IC50 in µM where a hit was titrated; Aminopeptidase N (Plasmodium falciparum (isolate 3D7));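 active means primary inhibition above the hit cutoff, then over 50% inhibition at one or more dose response concentrations, cut at about 23% in these data, passing the limit was not always enough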;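 further: plate controls were DMSO full reaction for no effect and no enzyme background for full effect; strong numbers were not always called active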
MT stabilize HCS – microtubule stabilizers in HeLa cells, primary screen, imaging, high-content imaging; HeLa tubulin immunostaining HCS, 24 h; share of cells brighter than vehicle mean+2SD; % tubulin-high responders, % at 10 µM; 200,000 compounds, 0.83% hits; AID 2205, 2009;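 active means plate Z-score above 3 for both tubulin-high and condensed-nucleus cell shares, with cell loss under 80%, at 10 µM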;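 further: anti alpha tubulin signal scored within the nucleus-defined area of each cell; some results filed as inactive read as strong as hits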
Autophagy mod – autophagy modulators in MEF cells, primary screen, imaging, high-content, MEF GFP-LC3; MEF GFP-LC3 puncta imaging; test concentration mostly 10 µM; calls only at 10 µM (by protocol); 190,000 compounds, 0.98% hits; AID 463193, 2010;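 active means percentage of spot-positive cells more than 3 SD above its plate mean, without a fluorescence outlier flag or 80% toxicity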;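 further: spot-positive cell cutoff set from DMSO-treated cells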
Dynein cargo inh – inhibitors of GR-EGFP nuclear translocation, primary screen, dynein cargo transport inhibitor project, imaging, high-content, 3617.4 mouse cells; z-score, hits read low; test concentration mostly 20 µM; stimulated with dexamethasone, 1 µM; stronger effect = lower value; 220,000 compounds, 0.47% hits; AID 1381, 2008;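 active means plate z-score of nuclear minus cytoplasmic receptor signal below a set negative limit, without overly bright fluorescence or cell loss, cut at about -3.5 in these data, passing the limit was not always enough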;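 further: z-score of nuclear minus cytoplasmic ring GR-EGFP intensity difference per well; some compounds called inactive have numbers as strong as hits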
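Buffer or medium: tet-free, stripped-serum medium; Also added: dexamethasone, 1.0 µM final; Technique: high-content fluorescence imaging after fixation; Times: 48 h induction, 1 h compound, 30 min dex at 37 °C; Read-out: per-cell GR-EGFP intensity, nucleus versus surrounding cytoplasmic ring, well-averaged.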
bCat nuc transl – modulators of beta-catenin nuclear translocation, primary screen, imaging, HeLa cells, immunofluorescence, high-content | nuclear translocation activity, % at 5 µM | 190,000 compounds, 0.3% hits | AID 1665, 2009;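 active means nuclear translocation activity above 50% at 5 µM, with a well cell count of 50 or more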;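 further: per-cell ratio of nuclear to cytoplasmic median beta-catenin stain intensity; plate controls were DMSO negative control for no effect and GSK-3 inhibitor IX positive control for full effect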
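test system = HeLa cells, endogenous beta-catenin | dosing = single 5 µM dose plus 0.02–20 µM confirmation series | times = compound treatment 24 h, 37°C, 5% CO2 | technique = beta-catenin immunofluorescence imaging with DAPI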
Yfh1-off respiration – enhancers of respiration in Yfh1-depleted yeast, dose response, Friedreich's ataxia, plus single-dose screen (AID 1465); S. cerevisiae Yfh1-off respiration, WST-1 reduction, 72 h; higher fold induction means a stronger effect; fold induction at 50 µM; hits with a dose series show EC50 in µM; 220,000 compounds, 0.074% hits;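 active means fold induction of absorbance versus untreated yeast above a set limit, then at least 30% activation at any dose in follow-up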;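 further: activators that raise dye reduction in frataxin-depleted yeast; strong numbers were not always called active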
WT yeast gro inh – growth inhibition of WT strain, primary screen, mitochondrial fusion inhibitor project, WT and mutant strains, chemical genetic | mitochondrial fusion phenotypic screen | 190,000 compounds, 2.1% hits | inhibition, % at 10 µM | AID 1362, 2008; in the data active means inhibition above about 58%; tested in S. cerevisiae
T cell HTS – modulators of CD8 T cell-vesicle binding, primary screen, mouse 2C CD8+ T cells, flow cytometry. 2C CD8+ T cell-vesicle binding; stronger effect = lower value. calls only at 7 µM. 330,000 compounds, 0.068% hits. AID 2052, 2009;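 active means response, share of CD8 T cells binding vesicles, and their 90th percentile fluorescence all below set limits, cut at about 80% in these data, passing the limit was not always enough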
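Assay system: 2C TCR transgenic mouse naive CD8+ T cells, MACS-purified | Read-out: CD8+ gate FL2 mean fluorescence as % of same-row positive control | Signal: High-throughput flow cytometry with anti-B7-1 and anti-CD8 staining | Timing: Binding step 1.5 h, 37 °C, antibody labelling 20 min, ice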
WT yeast gro inh mutant strain – further read-out of WT yeast gro inh, marked with its call; inhibition, %; mitochondrial fusion phenotypic screen, mutant strain inhibition
Dynein cargo inh cytoplasmic EGFP – recorded beside Dynein cargo inh, whose call it bears; z-score; measured here: cytoplasmic GR-EGFP intensity; stronger effect = higher value
Dynein cargo inh nuclear GR-EGFP – second read-out of Dynein cargo inh, no call of its own (marks repeat the call); z-score; measured here: nuclear GR-EGFP intensity;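 lower value marks the stronger effect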
Dynein cargo inh cell count – second read-out of Dynein cargo inh, no call of its own (marks repeat the call); z-score; measured here: cell count per field
bCat nuc transl cell count 5 µM – also measured in bCat nuc transl; calls as there; cell count; measured here: cell count, cytotoxicity flag
T cell HTS vesicle-bound % – also measured in T cell HTS; calls as there; double positive events, %; measured here: CD8+ vesicle-bound cell fraction;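 binding gate set so that unloaded-vesicle control wells show 10% double positive cells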
MT stabilize HCS Hoechst-high % – also measured in MT stabilize HCS; calls as there; % Hoechst-high responders; measured here: nuclear condensation Hoechst responders;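 share of cells brighter than vehicle mean plus two SD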
MT stabilize HCS cytotoxicity % – recorded beside MT stabilize HCS, whose call it bears; toxicity, %; measured here: cytotoxicity by cell density;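 0% = mean cell density of plate MIN control wells and 100% = no cells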
Autophagy mod cell loss 18 h – second read-out of Autophagy mod, no call of its own (marks repeat the call); toxicity, %; measured here: cell loss, nuclei count;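 cell loss after 18 h compound exposure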
* = called active by the depositor; i = inactive; . = no result given.

SMILES	P. falciparum M17LAP	M1AAP inhibition	MT stabilize HCS	MT stabilize HCS Hoechst-high %	MT stabilize HCS cytotoxicity %	Autophagy mod	Autophagy mod cell loss 18 h	Dynein cargo inh	Dynein cargo inh cytoplasmic EGFP	Dynein cargo inh nuclear GR-EGFP	Dynein cargo inh cell count	bCat nuc transl	bCat nuc transl cell count 5 µM	Yfh1-off respiration	WT yeast gro inh	WT yeast gro inh mutant strain	T cell HTS	T cell HTS vesicle-bound %
O=C(Nc1cccnc1)C1CC(c2ccccc2O)=NO1 (stereo unspecified)	16.7%	5.1%	1.3	1.0	3.0	i	1.4	0.403	-0.239	0.321	-0.175	-2.1	1141	i	-11.4	-1.3	i	47.2
S=C(NC1CC1)N1CCc2ccccc2C1	-5.7%	2.7%	3.2	0.8	8.0	i	-8.0	1.31	-0.218	0.999	-1.15	0.0	1091	i	-2.6	18.9	i	12.4
Cc1[nH]nc(SCC(=O)NCc2ccc(F)cc2)c1[N+](=O)[O-]	6.3%	0.1%	4.2	1.9	6.9	i	12.8	-0.852	-0.0328	-0.451	-0.244	-0.4	1062	i	7.5	1.9	i	4.8
O=C(NCc1ccc2c(c1)OCO2)c1n[nH]c(=O)c2ccccc12	-5.6%	10.4%	2.5	2.0	1.9	i	3.7	-0.352	-0.355	-0.0394	0.649	0.4	1076	i	-5.3	15.9	i	31.2
Cc1nn(-c2ccc(Cl)c(Cl)c2)c(C)c1C(=O)O	4.4%	2.4%	1.9	1.8	8.4	i	-0.6	1.22	-0.314	0.511	-1.1	-0.8	1120	i	-2.8	6.3	i	60.8
Oc1c(Br)cc(C=Nc2ccc3nc(-c4ccccc4)[nH]c3c2)c(O)c1Br	3.8%	21.3%	3.9	2.9	3.2	i	26.4	-0.573	-0.228	-0.0966	0.901	0.1	1065	i	13.2	17.8	i	56.9
COc1ccc(-c2csc(NC(=O)C3COc4ccccc4O3)n2)cc1OC (stereo unspecified)	0.4%	6.2%	5.4	1.5	8.8	i	8.6	2.42	-0.123	1.86	-1.72	-2.2	1054	i	64.9*	55.2*	i	27.8
COc1ccc(C(C)=O)cc1CSc1nc2ccccc2c(=O)n1-c1ccccc1	-2.0%	-1.3%	9.1	2.0	5.0	i	25.4	0.876	-0.273	0.18	0.0709	1.7	1044	i	32.8	-2.1	i	19.9
O=C(CSc1nnc(-c2ccccc2)c(-c2ccccc2)n1)NC1CCS(=O)(=O)C1 (stereo unspecified)	0.3%	4.4%	4.0	3.0	9.9	i	-5.0	-0.02	-0.292	0.255	-1.36	-3.1	1121	i	-17.8	4.7	i	18.5
COc1ccccc1-c1ccc(=O)n(CC(=O)NCc2ccc3c(c2)OCO3)n1	5.9%	2.0%	2.2	2.2	9.1	i	-1.7	-0.305	-0.21	-0.316	0.348	-0.1	658	i	-6.6	-5.7	i	23.5
Cc1ccc(OCCCn2c(CO)nc3ccccc32)cc1	4.4%	-2.0%	2.1	2.5	7.2	i	-1.4	-1.06	-0.289	-0.567	1.24	-1.0	1241	i	-6.2	-57.0	i	14.9
Cc1ccsc1C(=O)OCC(=O)Nc1ccc(Cl)cc1C(F)(F)F	-1.7%	3.5%	4.3	2.5	12.0	i	-0.2	-0.306	-0.266	-0.429	0.899	-1.3	1147	i	-14.1	-9.1	i	52.9
CC(=O)c1cccc(NC(=O)Cc2cccs2)c1	18.6%	6.5%	2.4	2.1	1.4	i	-10.1	1.87	-0.102	1.37	-0.758	-3.8	1062	i	4.5	14.1	i	42.3
COc1ccc(Nc2nc(-c3cc4cccc(OC)c4oc3=O)cs2)cc1	-1.0%	4.1%	2.8	1.8	1.7	i	5.1	1.36	0.00725	1.72	-1.01	-2.3	1060	i	18.7	5.7	i	57.6
CCCN1C(=O)C(O)(CC(=O)c2cccc(OC)c2)c2ccccc21 (stereo unspecified)	-2.6%	-1.6%	3.4	2.4	2.8	i	-3.3	0.913	0.555	0.82	-2.3	0.1	942	i	-16.2	-15.5	i	49.0
O=C(CN1C2=NCCN2c2ccccc21)c1ccc(Br)cc1	13.1%	-4.0%	5.7	2.8	6.7	i	16.5	0.105	-0.185	0.128	-0.051	-2.9	1139	i	22.3	-32.0	i	54.7
COc1ccc(NC(C)=O)cc1NC(C)C(=O)Nc1ccc(F)c(F)c1F (stereo unspecified)	-10.2%	-2.4%	1.0	1.1	4.0	i	-1.6	0.794	-0.0436	0.429	0.117	.	.	i	1.3	14.9	i	38.1
CC(C)CC(=O)N1CCN(C(=O)c2ccco2)CC1	1.7%	9.3%	1.9	1.5	3.9	i	17.4	-0.582	-0.288	-0.196	1.13	-0.2	1098	i	2.9	-1.2	i	6.0
COc1ccc(NC(=O)C(C)NS(=O)(=O)c2ccccc2)cc1Cl (stereo unspecified)	2.6%	-1.5%	2.4	2.3	6.3	i	-1.7	-0.695	-0.222	-0.3	0.0922	0.0	1023	i	15.5	26.0	i	46.1
Cc1ccn(CC(=O)N2CCCC(C(=O)c3cccc4ccccc34)C2)n1 (stereo unspecified)	-6.6%	-1.4%	4.4	2.2	0.4	i	6.4	-0.79	-0.313	-0.194	0.429	1.7	997	i	5.7	6.1	i	7.6
COc1ccc(N2CCN(CC(O)COCCOc3ccc(Br)cc3)CC2)cc1 (stereo unspecified)	8.5%	3.9%	2.7	1.7	3.1	i	-1.7	-0.629	-0.309	-0.267	0.206	1.8	465	i	32.0	41.3	i	42.5
O=C(NCc1ccco1)c1sc2ccccc2c1Cl	18.2%	7.2%	4.1	2.2	4.5	i	-2.6	-1.2	-0.21	-0.827	1.12	-0.9	1183	i	3.7	-6.5	i	53.5
NC(=S)NNC(=O)c1cccc(Cl)c1	12.4%	10.0%	.	.	.	.	.	0.738	-0.274	0.888	-0.257	-0.9	1373	i	.	.	i	39.2
COc1ccccc1-n1cnnc1SCC(=O)Nc1nc(C)c(Cl)cc1Cl	16.1%	-8.2%	3.6	1.2	2.5	i	-1.2	-0.0975	-0.196	0.187	0.324	-0.4	1112	i	-16.8	5.5	i	22.8
CC(C)CC(=O)NN(C)c1nc(-c2ccccc2)nnc1C(F)(F)F	-8.3%	3.9%	2.9	1.6	6.1	i	0.4	-0.975	-0.0332	-0.608	0.464	-16.5	1238	i	26.6	12.3	i	13.8
CCO[C@H]1OC(C(=O)N2CCN(Cc3ccc4c(c3)OCO4)CC2)=C[C@@H](c2cn(C(C)=O)c3ccccc23)[C@@H]1CCCO	-5.8%	1.9%	3.7	2.9	9.2	i	6.4	-0.168	-0.317	0.27	-0.17	0.5	1133	.	7.4	10.6	i	18.8
CCC(NC(=O)c1ccccc1O)c1ccccc1 (stereo unspecified)	-17.5%	10.1%	3.9	2.8	2.8	i	-3.5	1.35	0.0148	0.933	-0.236	-1.9	1135	i	8.6	0.3	i	40.5
CCCCn1c(O)c(N=NC(=O)c2ccco2)c2ccccc21	6.0%	9.8%	3.1	2.2	3.3	i	-4.9	-0.583	-0.241	0.382	0.044	-0.5	471	i	1.9	5.8	i	49.6
O=C(Nc1c2n(c(=S)n(-c3ccccc3)c1=O)CCCCC2)c1ccccc1	1.3%	1.5%	1.8	2.9	5.3	i	-4.0	0.393	-0.342	-0.213	-0.257	0.4	1007	i	-19.5	-2.8	i	50.7
CS(=O)(=O)N(CC(=O)N1CCN(c2ccccc2)CC1)c1ccccc1Cl	.	.	3.9	2.8	5.8	i	2.6	-0.815	-0.196	-0.419	0.493	.	.	i	.	.	i	22.2
CC(=O)Nc1cccc(Oc2cnc3ccccc3n2)c1	16.2%	4.2%	2.8	1.6	1.3	i	24.7	3.83	0.298	2.07	-3.39	.	.	i	12.1	-4.6	i	42.0
Cc1ccc(N2C(=O)CC(N(O)C3CC(=O)N(c4ccc(C)cc4)C3=O)C2=O)cc1 (stereo unspecified)	-10.6%	6.4%	2.5	2.2	1.6	i	25.2	0.26	-0.135	0.96	-0.176	-0.7	1183	i	4.4	-0.8	i	16.8
CCOc1ccc(N2C(=O)CC(Sc3nc(CC(C)C)ccc3C#N)C2=O)cc1 (stereo unspecified)	.	.	8.8	4.6	0.0	i	-5.9	-0.556	-0.279	0.112	0.995	-1.8	969	i	10.0	0.3	i	60.3
